Screening results as filed in PubChem.
POLK inh: blocks human DNA polymerase kappa activity. Q9UBT6. purified Pol kappa, fluorescent DNA synthesis assay, 10 min. Potency, µM (doses to about 107 µM), without a hit: top-dose activity, negative = inhibition, actives largely listed as inhibitors. 400,000 tested, 0.53% active. AID 588579; further: potency means the concentration at half of the fitted maximal effect; on the % scale 0 is the no-effect control and ±100 the full control effect
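10 nM Pol kappa was preincubated with compounds for 15 min at room temperature. Reaction started with 50 nM (final) substrate. Fluorescence read kinetically at 0 and 10 min.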
RGS4 inhibitor: human RGS4 inhibition | Potency, µM (series often up to 114 µM), inactives show top-dose activity change, negative = inhibition, most hits filed as inhibitors | AID 504845 | 390,000 tested, 0.039% active | P49798 | Transcreener GDP fluorescence polarization, RGS4-accelerated GTP hydrolysis; further: potency means the concentration at half of the fitted maximal effect; on the % scale 0 is the no-effect control and ±100 the full control effect; nearly all actives have a fitted effect of over 75% in size; some results filed as inactive show a strong effect at the top dose
Target sequence (P49798 whole entry, looked up): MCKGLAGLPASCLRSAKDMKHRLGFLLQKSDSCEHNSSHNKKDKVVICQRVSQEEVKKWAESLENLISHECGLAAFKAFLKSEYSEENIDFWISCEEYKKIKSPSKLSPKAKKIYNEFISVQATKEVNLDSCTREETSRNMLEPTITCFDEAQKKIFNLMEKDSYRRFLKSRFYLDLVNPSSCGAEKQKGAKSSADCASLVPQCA
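MLSMR compounds (23 nl, pin-transferred) preincubated 10 min at room temperature with a 500nM (2x) first reagent, then RGS4 at 900nM (2x) plus Transcreener GDP mix added; fluorescence polarization (620/688 nm) read before and after 90 min at 30 °C.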
Pol eta inh: inhibitors of human DNA polymerase eta; Q9Y253; recombinant Pol eta, fluorescent DNA replication assay; Potency, µM (titrated, usually from 114 µM), for the others: at the top dose activity change, negative = inhibition, actives largely listed as inhibitors; 390,000 tested, 1.2% active; further: potency means the concentration at half of the fitted maximal effect; on the % scale 0 is the no-effect control and ±100 the full control effect
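Pol eta at 10 nM preincubated with compounds 15 min at room temperature; reaction started with fluorescent substrate (50 nM final) and read kinetically at 0 and 10 min.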
ERG-DNA inh: inhibitors of human ERG Ets domain-DNA interaction. P11308. fluorescence polarization, His-ERG Ets domain / labelled DNA. Potency, µM (doses to about 76.9 µM), for the others: at the highest dose FP activity, negative = inhibition, most hits filed as inhibitors. 370,000 tested, 0.028% active; active means well fitted inhibition curve with a large enough effect in the polarisation, with a control signal flat; inconclusive means small, poorly fitted or top-dose-only effect, or effect the other way, or a change in a side signal; inactive means no such curve, though single readings can be large or run the other way; the % refers to the polarisation;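 further: polarization taken with two DNA probes labelled with fluorescein and Texas red; potency means the concentration at half of the fitted maximal effect; % of control where 0% means no effect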
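His-tagged ERG Ets domain (1 uM in the protein solution; 300mM KCl, 50mM Tris-HCl, 1mM EDTA, 1mM DTT, pH 7.5) received compound, then a probe mix of 5 nM fluorescein-DNA and 100nM Texas-615-DNA. Fluorescence polarization was read for both dyes.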
Apoferritin bind: binds horse apoferritin like a general anesthetic | 350,000 tested, 0.074% active | apoferritin/1-aminoanthracene competitive binding, fluorescence | Potency, µM (doses to about 77.5 µM), for the others: at the highest dose activity change, negative = displacement, actives largely listed as inhibitors; further: potency means the concentration at half of the fitted maximal effect; on the % scale 0 is the no-effect control and ±100 the full control effect; nearly all actives have a fitted effect of over 20% in size
Target sequence (P02791 2-175 limits assumed): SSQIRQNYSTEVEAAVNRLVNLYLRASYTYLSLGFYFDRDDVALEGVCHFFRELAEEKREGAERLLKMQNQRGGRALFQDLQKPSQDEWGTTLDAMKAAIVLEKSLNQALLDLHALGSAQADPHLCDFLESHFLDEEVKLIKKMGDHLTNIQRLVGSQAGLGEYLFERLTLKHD
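10 uM apoferritin + 50% sat. 1-AMA, PBS; cpd 10 min RT; Ex380/Em535 endpoint; normalized to free probe vs complex; 4-param Hill fit; propofol titration as pos. ctrl.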
APE1 inh: blocks human APE1 abasic DNA cleavage; P27695; recombinant APE1, TAMRA/BHQ-2 abasic DNA cleavage fluorescence; Potency, µM (series often up to 65.8 µM), without a hit: top-dose activity change, negative = inhibition, usual class: inhibitors; 350,000 tested, 0.35% active;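 further: potency means the concentration at half of the fitted maximal effect; plate controls were vehicle for no effect and reference inhibitor for full effect; nearly all actives have a fitted effect of over 55% in size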
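Endonuclease cleavage of a quenched abasic-site DNA duplex (50 nM) by APE1 (0.75 nM) was tracked by TAMRA dequenching. Compounds were preincubated with enzyme 15 min at room temperature; data normalized to buffer-only and DMSO wells plus NSC13755 control.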
POLB inh: DNA polymerase beta (human) inhibition; P06746; Pol beta primer extension/strand displacement, fluorescence kinetic; Potency, µM (series often up to 114 µM), for inactives: top-dose activity change, negative = inhibition, usual class: inhibitors; 340,000 tested, 1.3% active; AID 485314; further: potency means the concentration at half of the fitted maximal effect; on the % scale 0 is the no-effect control and ±100 the full control effect
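Reaction started by 50 nM substrate onto compound-treated Pol beta (10 nM, 15 min preincubation, room temperature); plates read at 0 min and 10 min. Normalized concentration-effect data fitted by four-parameter Hill equation.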
12-LOX inh: ALOX12 (human) lipoxygenase inhibition. P18054. purified 12hLO, xylenol orange hydroperoxide absorbance. Potency, µM (highest dose often 108 µM), without a hit: at the highest dose activity change, negative = inhibition, most hits filed as inhibitors. 580,000 tested, 1.1% active. AID 1671190; further: potency means the concentration at half of the fitted maximal effect; on the % scale 0 is the no-effect control and ±100 the full control effect
Target sequence (P18054 whole entry, looked up): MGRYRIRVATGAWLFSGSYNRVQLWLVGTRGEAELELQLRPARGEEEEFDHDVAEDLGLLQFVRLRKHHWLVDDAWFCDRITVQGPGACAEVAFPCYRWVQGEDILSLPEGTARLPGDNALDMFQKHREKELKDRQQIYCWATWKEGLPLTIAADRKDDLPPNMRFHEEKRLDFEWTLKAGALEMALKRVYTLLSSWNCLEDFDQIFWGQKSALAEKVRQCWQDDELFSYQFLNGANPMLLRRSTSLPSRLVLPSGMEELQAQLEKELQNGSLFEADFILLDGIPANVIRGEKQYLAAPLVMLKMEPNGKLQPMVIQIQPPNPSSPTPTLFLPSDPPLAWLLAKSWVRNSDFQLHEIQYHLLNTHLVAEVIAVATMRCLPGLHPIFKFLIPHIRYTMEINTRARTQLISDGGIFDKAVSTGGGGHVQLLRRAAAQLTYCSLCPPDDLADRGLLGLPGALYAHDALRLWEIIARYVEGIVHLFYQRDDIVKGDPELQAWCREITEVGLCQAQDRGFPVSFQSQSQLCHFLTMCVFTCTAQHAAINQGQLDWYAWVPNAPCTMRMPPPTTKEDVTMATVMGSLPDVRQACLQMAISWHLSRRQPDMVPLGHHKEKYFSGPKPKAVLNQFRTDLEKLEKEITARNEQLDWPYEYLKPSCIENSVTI
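Hydroperoxide product was detected by ferrous iron/xylenol orange as the 573 to 405 nm absorbance ratio. Arachidonic acid at 40 uM (final) was turned over for 30 min at room temperature by 150 nM human 12hLO, pH 7.0 Hepes buffer, after 15 min compound preincubation.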
LDHA block: inhibitors of human lactate dehydrogenase A; purified LDHA, NADH/diaphorase-resazurin fluorescence; hits give low values; activity change, % (values are at about 110 or 230 µM); P00338; 480,000 tested, 0.15% active; in the data active means activity change below about -30%; inconclusive means mostly about -25% to -30%;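 further: plate controls were DMSO wells for no effect and wells without enzyme for full effect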
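LDH5 2 nM; NADH 0.06 mM, pyruvate 0.2 mM; 200 mM Tris pH 7.4, EDTA, Tween-20; 5 min RT. Detection: diaphorase 0.133 mg/mL + resazurin 37 µM, fluorescence ex540/em590 at 0 and 20 min; normalized to enzyme-free and DMSO wells.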
Active calls of the source: *; & = joins results of further samples; [ ] = dose if it differs, or a comment. Unless noted, the call rests on the fitted dose curve; in most records, active means well fitted curve in the direction sought with a large enough effect; inconclusive means small, poorly fitted or top-dose-only effect, or another doubt; inactive means no such curve, though single readings can be large; an effect the other way counts as inactive or inconclusive. This is a subset; the hit share may differ from the screen's.

`N/C(=N\OC(=O)c1cccs1)c1ccccc1` gave POLK inh -6%, RGS4 inhibitor 1%, Pol eta inh -4%, ERG-DNA inh 2%, Apoferritin bind -6%, APE1 inh 16%, POLB inh -1%, 12-LOX inh 9% and LDHA block -6.
COCCNC(=O)c1cnn(-c2cccc(C)c2)c1-n1cccc1 was read as POLK inh -5%, RGS4 inhibitor 17%, Pol eta inh -12%, ERG-DNA inh 3%, Apoferritin bind 13%, POLB inh 0%, 12-LOX inh -28% and LDHA block -10.
For O=C(NC(=S)Nc1ccc2[nH]c(=O)[nH]c2c1)c1ccccc1Cl the results were POLK inh -5%, RGS4 inhibitor -29%, Pol eta inh -15%, ERG-DNA inh -3%, Apoferritin bind -2%, APE1 inh 7%, POLB inh 52%, 12-LOX inh 2% and LDHA block -1.
Screening COc1ccc(OCCCC(=O)NNC(=O)CCN2CCN(c3ccccc3)CC2)cc1 returned POLK inh -5%, RGS4 inhibitor -16%, Pol eta inh -18%, ERG-DNA inh -1%, Apoferritin bind -6%, APE1 inh -6%, POLB inh 46%, 12-LOX inh 21% and LDHA block -1.
COC(=O)c1c(C)[nH]c(C)c1-c1cccc([N+](=O)[O-])c1 was read as POLK inh -1%, RGS4 inhibitor 9%, Pol eta inh -5%, ERG-DNA inh -5%, Apoferritin bind -14%, APE1 inh -1%, POLB inh -1%, 12-LOX inh -15% and LDHA block -5.
`COC(=O)CNC(=O)/C=C/c1cc(Br)ccc1OC` gave POLK inh 1%, RGS4 inhibitor 9%, Pol eta inh -20%, ERG-DNA inh 1%, Apoferritin bind -4%, APE1 inh 0%, POLB inh 3%, 12-LOX inh 0% and LDHA block -6.
For COC(=O)c1ccc2c(c1)C(C)(C)C(/C=C/c1ccc(OC)c(OC)c1OC)=[N+]2C the results were POLK inh inconclusive, RGS4 inhibitor inconclusive, Pol eta inh -3%, ERG-DNA inh inconclusive, Apoferritin bind -17%, APE1 inh -6%, POLB inh inconclusive, 12-LOX inh 2.5µM* and LDHA block -8.
`O=C(O)CCn1cc(/C=C/C(=O)c2ccc(Cl)cc2)c(-c2ccc(Br)cc2)n1` gave POLK inh -18%, RGS4 inhibitor -49%, Pol eta inh inconclusive, ERG-DNA inh -8%, Apoferritin bind -9%, APE1 inh -6%, POLB inh 14%[57.1 µM], 12-LOX inh inconclusive and LDHA block -5.
`O=C(O)/C=C/c1ccc(S(=O)(=O)Nc2ccc(OCc3ccccc3)cc2)cc1` gave POLK inh -7%, RGS4 inhibitor -1%, Pol eta inh -10%, ERG-DNA inh -7%, Apoferritin bind 4%, APE1 inh -9%, POLB inh inconclusive, 12-LOX inh -24% and LDHA block 3.
COc1ccc(C(C)(C)C)cc1NC(=O)CCn1[nH]c(=O)ccc1=O was read as POLK inh 6%, RGS4 inhibitor 8%, Pol eta inh -2%, ERG-DNA inh -19%, APE1 inh 5%, 12-LOX inh inconclusive and LDHA block -5.
`O=C(NC1(C(F)(F)F)NC(=O)N(c2ccc(F)cc2)C1=O)c1ccncc1` (centres undefined) gave POLK inh -15%, RGS4 inhibitor 14%, Pol eta inh -8%, ERG-DNA inh -5%, Apoferritin bind -11%, APE1 inh 25%, POLB inh 31%, 12-LOX inh 9% and LDHA block 2.
`CCc1ccc(OCc2nnc(SCC(=O)N3CCN(c4ccccc4)CC3)o2)cc1` gave POLK inh -12%, RGS4 inhibitor 7%[56.9 µM], Pol eta inh -2%, ERG-DNA inh -7%, Apoferritin bind 0%, APE1 inh -4%, POLB inh -19%, 12-LOX inh -4% and LDHA block -3.
For COc1ccc(NC(=O)c2ccc3oc(=O)c(S(=O)(=O)c4ccc(F)cc4)cc3c2)c(OC)c1 the results were POLK inh 5%, RGS4 inhibitor -22%, Pol eta inh -4%, ERG-DNA inh -8%, Apoferritin bind -10%, POLB inh 41%, 12-LOX inh -22% and LDHA block 1.
`CCN(c1ccccc1)S(=O)(=O)c1ccc(C(=O)Nc2ccc(C)cn2)cc1` gave POLK inh 4%, RGS4 inhibitor -9%, Pol eta inh -23%, ERG-DNA inh -7%, APE1 inh 11%, 12-LOX inh -14% and LDHA block -4.
`Cc1oc2c(cc(NS(=O)(=O)c3ccc(C(C)C)cc3)c3ccccc32)c1C(=O)OCc1ccccc1` gave POLK inh 0%, RGS4 inhibitor 7%, Pol eta inh -15%, ERG-DNA inh 3%, Apoferritin bind -5%, POLB inh 7%, 12-LOX inh -20% and LDHA block 15.
O=C(CN(Cc1ccccc1)C(=O)c1ccc2c(c1)OCCO2)NCc1ccc2c(c1)OCO2 was read as POLK inh -3%, RGS4 inhibitor -18%, Pol eta inh -9%, ERG-DNA inh 12%, Apoferritin bind 0%, APE1 inh 11%, POLB inh 1%, 12-LOX inh -24% and LDHA block -7.
COC(=O)c1sccc1NC(=O)c1ccc(OC)c(OC)c1 was read as POLK inh 1%, RGS4 inhibitor -8%, Pol eta inh -11%, ERG-DNA inh 5%, Apoferritin bind -10%, APE1 inh 0%, POLB inh inconclusive, 12-LOX inh -18% and LDHA block -15.
Screening CCC1Oc2ccccc2N(CC(=O)NCCCN2CCC(C)CC2)C1=O (centres undefined) returned POLK inh -1%, RGS4 inhibitor 13%, Pol eta inh -12%, Apoferritin bind -8%, APE1 inh -6%, POLB inh -3%, 12-LOX inh -5% and LDHA block -3.
For CCOC(=O)N1CCN(CCC(=O)Nc2ccc(C)cc2)CC1 the results were POLK inh -4%, RGS4 inhibitor 31%, Pol eta inh -9%, ERG-DNA inh -7%, Apoferritin bind -7%, APE1 inh 3%, POLB inh 36%, 12-LOX inh -13% and LDHA block -9.
`Cc1ccc(-n2ncc3c(NCCc4ccccc4)ncnc32)cc1` gave POLK inh -13%[60.1 µM], RGS4 inhibitor 19%, Pol eta inh -7%, ERG-DNA inh 0%, Apoferritin bind 3%, POLB inh 11%, 12-LOX inh 28µM* and LDHA block -5.
COc1ccc(NC(=O)C(NCC(C)C)c2ccccc2)cc1Cl (centres undefined) was read as POLK inh 7%, RGS4 inhibitor -44%, Pol eta inh -17%, ERG-DNA inh 8%, Apoferritin bind -7%, APE1 inh -1%, POLB inh 0%, 12-LOX inh -29% and LDHA block inconclusive.
`NS(=O)(=O)c1ccc(CNC(=O)c2ccc(C(=O)c3ccccc3)cc2)cc1` gave POLK inh 1%, RGS4 inhibitor -15%, Pol eta inh -22%, ERG-DNA inh -10%, APE1 inh -14%, 12-LOX inh -42% and LDHA block -3.
CNC(=O)CSc1nc2c([nH]c3ccccc32)c(=O)n1CCOC was read as POLK inh -4%, RGS4 inhibitor 11%, Pol eta inh 0%, ERG-DNA inh -10%, Apoferritin bind 3%, APE1 inh -1%, POLB inh 21%, 12-LOX inh -4% and LDHA block -8.
`O=C(Nc1cccc(-c2cnc3ccccc3n2)c1)c1ccco1` gave POLK inh 2%, RGS4 inhibitor -21%, Pol eta inh 2%, ERG-DNA inh -7%, Apoferritin bind 2%, APE1 inh 1%, POLB inh -3%, 12-LOX inh 79%[activator] and LDHA block -1.
COc1ccccc1C(=O)Nn1c(C2CCC2)nc2ccccc2c1=O was read as POLK inh -2%, RGS4 inhibitor -6%, Pol eta inh -13%, ERG-DNA inh -3%, Apoferritin bind -13%, APE1 inh -7%, POLB inh -1%, 12-LOX inh 15% and LDHA block -5.
`COCc1nnc(NS(=O)(=O)c2ccccc2)s1` gave POLK inh 0%, RGS4 inhibitor -24%, Pol eta inh 8%, ERG-DNA inh -3%, Apoferritin bind 11%, APE1 inh -1%, POLB inh 2%, 12-LOX inh inconclusive and LDHA block -2&2.
CC(C[N+](C)(C)C)OC(N)=O (centres undefined) was read as POLK inh 5%[60.1 µM], RGS4 inhibitor inconclusive, Pol eta inh 2%, ERG-DNA inh inconclusive, Apoferritin bind 2%&4%&3%, APE1 inh -7%&-1%&-3%&17%, POLB inh 2%, 12-LOX inh 2% and LDHA block -7.
`CC(C)CNC(=O)COC(=O)c1cccc(S(=O)(=O)NCC(F)(F)F)c1` gave POLK inh 2%, RGS4 inhibitor -9%, Pol eta inh -8%, ERG-DNA inh -4%, Apoferritin bind 1%, APE1 inh inconclusive, POLB inh -5%, 12-LOX inh 18% and LDHA block -2.
For CN(C)CCCN1c2ccccc2Sc2ccc3ccccc3c21 the results were POLK inh -16%, RGS4 inhibitor -16%, Pol eta inh -23%, ERG-DNA inh -4%, 12-LOX inh inconclusive and LDHA block 14.
Screening O=C(CCCCCn1c(=O)[nH]c2ccccc2c1=O)N1CCN(Cc2ccc3c(c2)OCO3)CC1 returned POLK inh -20%, RGS4 inhibitor 26%, Pol eta inh 3%, ERG-DNA inh 1%, Apoferritin bind -21%, APE1 inh 0%, POLB inh 15%, 12-LOX inh 0% and LDHA block 0.
Screening Cc1ccc(-n2c(SCC(=O)NC3CCS(=O)(=O)C3)nc3ccccc3c2=O)cc1C (centres undefined) returned POLK inh 2%, RGS4 inhibitor 5%, Pol eta inh -18%, ERG-DNA inh 7%, APE1 inh 11%, 12-LOX inh -5% and LDHA block -1.
